Bioassay records: PubChem BioAssay, Broad Institute
STK33 inh: blocks human STK33 kinase activity | Q9BYT3 | ADP-Glo luminescence, MBP substrate | inhibition, % at 12.5 µM | 0.44% of 27,000 active; in the data active = inhibition above about 20%; inconclusive = no clear call, values can overlap the other calls
Target sequence (Q9BYT3 whole entry, looked up): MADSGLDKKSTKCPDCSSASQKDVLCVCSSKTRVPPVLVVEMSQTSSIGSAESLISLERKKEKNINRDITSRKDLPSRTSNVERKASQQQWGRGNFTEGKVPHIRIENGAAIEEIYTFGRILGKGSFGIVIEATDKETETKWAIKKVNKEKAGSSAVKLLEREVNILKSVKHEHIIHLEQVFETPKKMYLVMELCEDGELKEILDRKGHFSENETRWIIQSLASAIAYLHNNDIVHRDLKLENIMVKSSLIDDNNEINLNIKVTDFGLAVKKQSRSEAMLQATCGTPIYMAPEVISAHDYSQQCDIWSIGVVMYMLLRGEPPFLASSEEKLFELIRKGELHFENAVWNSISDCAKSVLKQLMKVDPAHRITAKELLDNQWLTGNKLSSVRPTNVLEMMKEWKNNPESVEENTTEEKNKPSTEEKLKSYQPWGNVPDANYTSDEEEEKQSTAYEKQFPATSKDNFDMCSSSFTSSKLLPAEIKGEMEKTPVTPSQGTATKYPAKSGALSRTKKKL
mut p53 react: mutant p53 pathway reactivation | SW480 PUMA-promoter luciferase | activation, % at 9.98 µM | 1.5% of 28,000 active; in the data active = activation above about 52%; inconclusive = no clear call, values can overlap the other calls
* = called active by the depositor; ? = inconclusive; . = no result given.

SMILES | STK33 inh | mut p53 react
CC(C)C#Cc1cnc2c(c1)C(=O)N([C@@H](C)CO)C[C@H](C)[C@@H](CN(C)C(=O)c1cccnc1)O2 | . | 12
c1ncc(CCCC2CCNCC2)[nH]1 | . | 11
CO[C@H]1/C=C\O[C@@]2(C)Oc3c(C)c(O)c4c(O)c(c(/C=N\N5CCN(C)CC5)c(O)c4c3C2=O)NC(=O)/C(C)=C\C=C/C(C)[C@H](O)[C@@H](C)[C@@H](O)[C@@H](C)[C@@H](OC(C)=O)[C@@H]1C (some centres not stated) | . | 3
C[C@@H](NC(=O)C[C@@H]1C[C@@H]2c3cc(NS(C)(=O)=O)ccc3O[C@@H]2[C@@H](CO)O1)c1ccccc1 | . | 1
CNC[C@@H]1OCCCC[C@@H](C)Oc2ccc(N)cc2C(=O)N([C@@H](C)CO)C[C@H]1C | . | -1
Cc1noc(C)c1NC(=O)Nc1cccc2c1O[C@H](CN(C)C)[C@@H](C)CN([C@@H](C)CO)C2=O | . | -4
CC(C)NC(=O)Nc1ccc2c(c1)C(=O)N([C@@H](C)CO)C[C@H](C)[C@H](CN(C)C(=O)NC(C)C)O2 | 4 | .
C[C@H]1CN([C@@H](C)CO)C(=O)c2cccc(NS(=O)(=O)c3cccs3)c2O[C@@H]1CN(C)C(=O)Nc1ccccc1 | . | -3
COc1ccc(S(=O)(=O)Nc2ccc3c(c2)CC(=O)N([C@@H](C)CO)C[C@H](C)[C@@H](CN(C)CC2CC2)O3)cc1 | 1 | 5
CC(=Nc1c2c(nc3ccccc13)N(C)CC2)N(C)C | . | -8
Cc1ccc(Cl)c(OCC(=O)NCc2ccco2)c1 | -5 | ?
C[C@@H]1CN([C@@H](C)CO)C(=O)c2cc(NS(=O)(=O)c3cccs3)ccc2O[C@H]1CN(C)S(=O)(=O)c1cn(C)cn1 | -10 | .
CC1(C)Cc2c(sc3c2c(=O)n(Cc2ccccc2)c2nnc(SCC(=O)c4ccc(Cl)cc4)n32)CO1 | 0 | 6
COc1ccc(S(=O)(=O)N(C)C[C@@H]2Oc3ccc(NS(=O)(=O)c4cccs4)cc3C(=O)N([C@H](C)CO)C[C@H]2C)cc1 | 2 | 5
CS(=O)(=O)N(CC(=O)Nc1cccc(C(F)(F)F)c1)c1ccc(F)c(Cl)c1 | 2 | 2
COc1cc(C(=O)NC2(C(F)(F)F)C(=O)N(CC3CCCO3)C3=C2C(=O)CC(C)(C)C3)cc(OC)c1OC (configuration not stated) | 4 | -7
O=C(CSc1nnc(-c2cccc([N+](=O)[O-])c2)o1)c1ccc2c(c1)OCCO2 | 4 | -15
COc1ccc(NC(=O)Nc2ccc3c(c2)C(=O)N([C@@H](C)CO)C[C@H](C)[C@@H](CN(C)C(=O)NC2CCCCC2)O3)cc1 | 1 | .
COc1ccc(NC(=O)N(C)C[C@H]2Oc3ccc(NC(=O)Cn4cnnn4)cc3C(=O)N([C@@H](C)CO)C[C@H]2C)cc1 | 0 | .
C=C(C)C(=O)O[C@H]1C[C@@]2(C)OC(=CC2=O)/C(COC(C)=O)=C\[C@H]2OC(=O)C(=C)C12 (some centres not stated) | 1 | -80
C[C@@H]1CN([C@H](C)CO)C(=O)Cc2cc(NC(=O)C3CCCCC3)ccc2O[C@H]1CN(C)S(=O)(=O)c1ccccc1 | 0 | .
C[C@H](CO)N1C[C@H](C)[C@H](CN(C)S(=O)(=O)c2ccc(Cl)cc2)OCc2cn(nn2)CCCC1=O | -6 | 6
CNC[C@H]1OCCCC[C@H](C)Oc2ccc(N(C)C)cc2C(=O)N([C@@H](C)CO)C[C@@H]1C | . | 3
C[C@@H]1CN([C@H](C)CO)C(=O)Cc2cc(NC(=O)Nc3ccccc3)ccc2O[C@H]1CN(C)C(=O)Nc1ccc(C(F)(F)F)cc1 | -5 | -28
O=C(c1ccccc1)N1CC(=O)N(OCc2ccccc2)C1c1cccs1 (configuration not stated) | . | 19

A different layout for 3 compounds above:
Order of values: STK33 inh, mut p53 react
> Cc1ccc(Cl)c(OCC(=O)NCc2ccco2)c1
→ -5, ?
> C[C@@H]1CN([C@@H](C)CO)C(=O)c2cc(NS(=O)(=O)c3cccs3)ccc2O[C@H]1CN(C)S(=O)(=O)c1cn(C)cn1
→ -10, .
> CC1(C)Cc2c(sc3c2c(=O)n(Cc2ccccc2)c2nnc(SCC(=O)c4ccc(Cl)cc4)n32)CO1
→ 0, 6

Going on with the list.
SMILES | STK33 inh | mut p53 react
COc1ccc(S(=O)(=O)N(C)CC(=O)Nc2cc(Cl)cc(Cl)c2)cc1 | -3 | -10
CCc1nn(-c2ccccc2)c2nc(-c3ccccc3O)c3cc(OC)c(OC)cc3c12 | . | 4
COc1ccc(S(=O)(=O)Nc2ccc3c(c2)CC(=O)N([C@H](C)CO)C[C@H](C)[C@@H](CN(C)S(=O)(=O)c2cn(C)cn2)O3)cc1 | . | 8
Cc1noc(C)c1S(=O)(=O)Nc1ccc2c(c1)C(=O)N([C@H](C)CO)C[C@@H](C)[C@@H](CN(C)C(=O)NC(C)C)OCCCC[C@@H](C)O2 | . | 8
C[C@H]1CN([C@@H](C)CO)C(=O)CCCn2cc(nn2)CO[C@@H]1CN(C)C(=O)Nc1cccc2ccccc12 | 0 | -8
Cc1ccccc1-c1cnc2c(c1)C(=O)N([C@@H](C)CO)C[C@@H](C)[C@@H](CN(C)C(=O)CN(C)C)O2 | . | 13
C[C@@H]1CN([C@H](C)CO)C(=O)c2cc(-c3cccc(C#N)c3)cnc2O[C@H]1CN(C)Cc1cccnc1 | . | 3
COC(=O)c1c(NC(=O)CN2C(=O)c3ccccc3C2=O)sc(C)c1-c1ccccc1 | -1 | 0
O=C1c2ccccc2C(=O)N1[C@@H]1CCCN(Cc2cccc(OCCO)c2)C1 | -2 | .
C[C@H]1CN([C@@H](C)CO)C(=O)c2cccc(NS(=O)(=O)c3cccs3)c2O[C@@H]1CN(C)Cc1ccc(Oc2ccccc2)cc1 | . | -2
C[C@H]1CN([C@@H](C)CO)C(=O)Cc2cc(NS(C)(=O)=O)ccc2O[C@@H]1CN(C)C | -2 | .
CC(=O)Nc1ccc(NC(=O)CN(C)S(=O)(=O)c2ccccc2)cc1 | -1 | 10
NNC(=O)C1C2CCCCC21 (configuration not stated) | . | -3
C[C@@H]1CN([C@@H](C)CO)C(=O)c2cccc(NC(=O)NC3CCCCC3)c2O[C@H]1CN(C)C(=O)Nc1ccccc1 | . | 0
C[C@H]1CN([C@@H](C)CO)C(=O)c2cc(NS(=O)(=O)c3cccs3)ccc2O[C@H]1CN(C)S(=O)(=O)c1ccccc1 | 2 | .
COc1ccc(NC(=O)Nc2ccc3c(c2)C(=O)N([C@H](C)CO)C[C@H](C)[C@H](CN(C)C(=O)Nc2ccccc2)OCCCC[C@@H](C)O3)cc1 | 0 | .
NS(=O)(=O)c1ccc(CCNC(=O)c2cc(-c3ccccn3)nc3ccc(Br)cc23)cc1 | 2 | -20
COC1CC(OC2C(C)OC(OC3C(C)OC(OC4C(C)OCC(OC5C(O)C(O[C@H]6CC[C@@]7(C)C(=CC[C@]8(O)C7CC(OC(=O)c7ccccc7)[C@@]7(C)[C@]8(O)CC[C@@]7(O)C(C)=O)C6)OC(CO)C5OC5OC(CO)C(O)C(O)C5O)C4OC)CC3OC)CC2OC)OC(C)C1O (some centres not stated) | -2 | -66
C[C@@H]1CN([C@@H](C)CO)C(=O)Cc2cc(NC(=O)Nc3ccc(C(F)(F)F)cc3)ccc2O[C@@H]1CN(C)Cc1ccncc1 | -1 | -45
C[C@@H]1CN([C@@H](C)CO)C(=O)c2cccc(NC(=O)c3ccc(-c4nccs4)cc3)c2O[C@H]1CN(C)C(=O)Nc1ccccc1 | . | 10
C=C1C(=O)O[C@@H]2/C=C(/COC(C)=O)CC/C=C(/CO)CC[C@@H]12 | 7 | .
C[C@@H]1CN([C@H](C)CO)S(=O)(=O)c2ccc(C#Cc3ccccn3)cc2O[C@H]1CN(C)C(=O)C1CC1 | . | 5
O=C(NCc1cccnc1)c1cnn2c1NC(c1ccccc1)CC2C(F)(F)F (configuration not stated) | -1 | -4
Cc1noc(C)c1NC(=O)N(C)C[C@H]1Oc2ccc(NC(=O)Nc3ccc4c(c3)OCO4)cc2CC(=O)N([C@@H](C)CO)C[C@H]1C | -1 | 6
N#Cc1c(C(F)(F)F)cc(-c2cccs2)nc1SCC(=O)Nc1ccc2ccccc2c1 | 3 | -5
Further records follow.
SMILES | STK33 inh | mut p53 react
C[C@H]1CN([C@@H](C)CO)C(=O)Cc2cc(NC(=O)CCC(F)(F)F)ccc2O[C@@H]1CN(C)S(C)(=O)=O | 0 | .
COc1ccc(S(=O)(=O)N(CC(=O)Nc2ccc3c(c2)OCCO3)C2CCCCC2)cc1Cl | 3 | -15
C[C@H](CO)N1C[C@H](C)[C@H](CN(C)Cc2ccc(Oc3ccccc3)cc2)Oc2ccc(NS(C)(=O)=O)cc2C1=O | -2 | .
C[C@H]1CN([C@@H](C)CO)C(=O)c2cc(NC(=O)Nc3ccc(F)cc3)ccc2O[C@H]1CN(C)S(C)(=O)=O | -1 | .
Cc1ccc(NC(=O)CSc2nnc(-c3cccnc3)s2)cc1 | -2 | -3
C[C@@H]1CN([C@H](C)CO)C(=O)c2cc(NS(=O)(=O)c3cn(C)cn3)ccc2O[C@H]1CN(C)C(=O)Nc1ccc(C(F)(F)F)cc1 | 0 | .
O=C(CSc1nnc(-c2ccccc2Br)o1)c1ccc2c(c1)OCCO2 | 1 | 15
CNC[C@H]1Oc2ccc(NC(=O)CCCN(C)C)cc2C(=O)N([C@H](C)CO)C[C@H]1C | . | -3
Cc1cccc(CCN2CCC(C(=O)c3ccc(NS(C)(=O)=O)cc3)CC2)n1 | 2 | .
Cc1noc(C)c1S(=O)(=O)N(C)C[C@@H]1OCc2cn(nn2)CCCC(=O)N([C@H](C)CO)C[C@@H]1C | -2 | .
Cc1nc(SCC(=O)c2ccccc2)c(C#N)c(-c2cccc(Cl)c2)c1C(=O)Nc1ccccc1 | -10 | -3
CCCC#Cc1cnc2c(c1)C(=O)N([C@@H](C)CO)C[C@H](C)[C@H](CN(C)C(=O)CN1CCOCC1)O2 | . | 9
C[C@H]1CN([C@@H](C)CO)S(=O)(=O)c2ccc(-c3ccc(C(=O)N(C)C)cc3)cc2O[C@@H]1CN(C)C(=O)Nc1ccccc1F | . | 7
COc1ccc2nc(NC3=NC(c4ccccc4)CC(=O)N3)nc(C)c2c1 (configuration not stated) | -1 | -8
O=C(Cn1cnc2scc(-c3ccccc3)c2c1=O)Nc1ccc(Oc2ccccc2)cc1 | 0 | -11
CCOc1ccc(NC(=O)CSc2nc3ccccc3o2)cc1 | 0 | 44
Cc1ccc(OCCSCc2nc3ccccc3[nH]2)cc1 | 0 | -12
C[C@H]1CN([C@@H](C)CO)C(=O)c2cccc(NC(=O)Nc3ccccc3)c2O[C@@H]1CN(C)Cc1ccncc1 | . | 14
Cc1ccccc1-c1nc2cc(NC(=O)COc3ccc(Br)cc3)ccc2o1 | 5 | 74*
Cc1noc(C)c1NC(=O)N(C)C[C@H]1Oc2ccc(NS(=O)(=O)c3c(C)noc3C)cc2CC(=O)N([C@@H](C)CO)C[C@@H]1C | -7 | .
COc1cc2c(cc1OC)-c1cc(=Nc3c(C)cc(C)cc3C)n(C)c(=O)n1CC2 | . | -15
O=C(CC1Sc2ncnn2C1=O)Nc1ccc(Cl)cc1 (configuration not stated) | -1 | -9
COc1ccc(OCc2nc3ccccc3n2Cc2ccccc2F)cc1 | 1 | 36
Cc1ccc(S(=O)(=O)N(C)C[C@H]2Oc3ccc(NC(=O)Nc4ccccc4)cc3CC(=O)N([C@H](C)CO)C[C@H]2C)cc1 | -1 | .
Cc1ccc(-n2c(C)nnc2SCC(=O)Nc2cc(Cl)ccc2C)cc1 | -1 | 0
O=C(CSc1nc2ccccc2[nH]1)Nc1ccccc1N1CCOCC1 | 1 | -2
COc1ccc(NC(=O)N(C)C[C@H]2Oc3ccc(NC(=O)CCC(F)(F)F)cc3CC(=O)N([C@@H](C)CO)C[C@H]2C)cc1 | -8 | .
C[C@H](CO)N1C[C@H](C)[C@@H](CN(C)C(=O)Nc2ccccc2)OCCCC[C@H](C)Oc2ccc(NC(=O)c3ccccc3)cc2C1=O | . | -1
C=CCNC(=O)[C@@H]1[C@H]2C(=O)O[C@H](c3ccccc3)[C@H](c3ccccc3)N2[C@H](c2ccc(O)cc2)[C@@]12C(=O)Nc1ccc(C#CC3(O)CCCCCC3)cc12 | 2 | .

Among those listed so far, these have fluorine.
SMILES | STK33 inh | mut p53 react
CS(=O)(=O)N(CC(=O)Nc1cccc(C(F)(F)F)c1)c1ccc(F)c(Cl)c1 | 2 | 2
COc1cc(C(=O)NC2(C(F)(F)F)C(=O)N(CC3CCCO3)C3=C2C(=O)CC(C)(C)C3)cc(OC)c1OC (configuration not stated) | 4 | -7
C[C@@H]1CN([C@H](C)CO)C(=O)Cc2cc(NC(=O)Nc3ccccc3)ccc2O[C@H]1CN(C)C(=O)Nc1ccc(C(F)(F)F)cc1 | -5 | -28
C[C@@H]1CN([C@@H](C)CO)C(=O)Cc2cc(NC(=O)Nc3ccc(C(F)(F)F)cc3)ccc2O[C@@H]1CN(C)Cc1ccncc1 | -1 | -45
O=C(NCc1cccnc1)c1cnn2c1NC(c1ccccc1)CC2C(F)(F)F (configuration not stated) | -1 | -4
N#Cc1c(C(F)(F)F)cc(-c2cccs2)nc1SCC(=O)Nc1ccc2ccccc2c1 | 3 | -5
C[C@H]1CN([C@@H](C)CO)C(=O)Cc2cc(NC(=O)CCC(F)(F)F)ccc2O[C@@H]1CN(C)S(C)(=O)=O | 0 | .
C[C@H]1CN([C@@H](C)CO)C(=O)c2cc(NC(=O)Nc3ccc(F)cc3)ccc2O[C@H]1CN(C)S(C)(=O)=O | -1 | .
C[C@@H]1CN([C@H](C)CO)C(=O)c2cc(NS(=O)(=O)c3cn(C)cn3)ccc2O[C@H]1CN(C)C(=O)Nc1ccc(C(F)(F)F)cc1 | 0 | .
C[C@H]1CN([C@@H](C)CO)S(=O)(=O)c2ccc(-c3ccc(C(=O)N(C)C)cc3)cc2O[C@@H]1CN(C)C(=O)Nc1ccccc1F | . | 7
COc1ccc(OCc2nc3ccccc3n2Cc2ccccc2F)cc1 | 1 | 36
COc1ccc(NC(=O)N(C)C[C@H]2Oc3ccc(NC(=O)CCC(F)(F)F)cc3CC(=O)N([C@@H](C)CO)C[C@H]2C)cc1 | -8 | .

The list is partial, so the mix of outcomes need not match the whole.
